# ALOX12 inh = Primary qHTS assay for inhibitors of human arachidonate 12S-lipoxygenase (ALOX12): Round 2. Polyunsaturated fatty acid lipoxygenase ALOX12 (Homo sapiens), P18054. purified 12hLO, xylenol orange hydroperoxide absorbance. Potency, µM (series often up to 108 µM), without a hit: at the top dose activity change, negative = inhibition, usual class: inhibitors. 1.1% of 580,000 active; note: % is set by controls: 0 for no effect and ±100 for the full control effect
#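 Purified human 12hLO at 150 nM in 25 mM Hepes, 0.01% Triton X-100, pH 7.0, preincubated 15 min at room temperature with compound. Reaction started with 40 uM arachidonic acid, 30 min at room temperature. Hydroperoxide measured by Fe-xylenol orange, 573/405 nm absorbance ratio.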
# RGS4 inhibitor = Inhibitors of Regulator of G Protein Signaling (RGS) 4: qHTS; Potency, µM (highest dose often 114 µM), inactives show at the top dose activity change, negative = inhibition, usual class: inhibitors; 0.039% of 390,000 active; AID 504845, 2011; Transcreener GDP fluorescence polarization, RGS4-accelerated GTP hydrolysis; Regulator of G-protein signaling 4 (Homo sapiens), P49798; note: % is set by controls: 0 for no effect and ±100 for the full control effect; nearly all actives have a fitted effect of over 75% in size; some results filed as inactive show a strong effect at the top dose
#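 MLSMR compounds (23 nl, pin-transferred) preincubated 10 min at room temperature with a 500nM (2x) first reagent, then RGS4 at 900nM (2x) plus Transcreener GDP mix added; fluorescence polarization (620/688 nm) read before and after 90 min at 30 °C.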
# HP1b chromo inh = HTS for Inhibitors of HP1-beta Chromodomain Interactions with Methylated Histone Tails; 0.56% of 390,000 active; Chromobox protein homolog 1 (Homo sapiens), P83916; Potency, µM (series often up to 114 µM), for the others: at the highest dose activity change, negative = inhibition, usual class: inhibitors; AlphaScreen HP1-beta / biotin-H3K9me3 peptide binding; note: nearly all actives have a fitted effect of over 70% in size; inactives centre near 23
#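 HP1-beta protein (50 nM final) preincubated 30 min at room temperature with biotinylated H3(1-18)K9me3 peptide (50 nM) in PBS pH 7.4, 0.01% Tween-20, then compound added for 30 min. AlphaScreen streptavidin donor/nickel chelate acceptor beads (10 ug/mL final), 30 min dark, luminescence read.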
# rTrxR1 inhibitor = qHTS Assay for Inhibitors of Mammalian Selenoprotein Thioredoxin Reductase 1 (TrxR1): qHTS. Thioredoxin reductase 1, cytoplasmic (Rattus norvegicus), O89049. recombinant rTrxR1, NADPH fluorescence consumption, selenite substrate. Potency, µM (series often up to 114 µM), without a hit: at the highest dose activity change, negative = inhibition, hits mostly inhibitors. 1% of 390,000 active; note: % is set by controls: 0 for no effect and ±100 for the full control effect; nearly all actives have a fitted effect of over 65% in size
#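 Rat TrxR1 (90 nM in the dispensed reagent) was pre-reduced with 400 uM NADPH for 5 min at room temperature, then incubated with compound for 15 min. After 400 uM selenite was added, NADPH fluorescence (Ex 340/Em 450 nm) was followed for 8 min.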
# JMJD2A Tudor inh = qHTS Assay for Inhibitors of JMJD2A-Tudor Domain. Lysine-specific demethylase 4A (Homo sapiens), O75164. AlphaScreen JMJD2A-Tudor / H3K4me3 peptide binding. Potency, µM (highest dose often 114 µM), without a hit: at the top dose activity change, negative = inhibition, hits mostly inhibitors. 4.4% of 390,000 active. AID 504339, 2011; note: % is set by controls: 0 for no effect and ±100 for the full control effect; nearly all actives have a fitted effect of over 50% in size
# Target sequence (O75164 whole entry, looked up, the tested form may be a part): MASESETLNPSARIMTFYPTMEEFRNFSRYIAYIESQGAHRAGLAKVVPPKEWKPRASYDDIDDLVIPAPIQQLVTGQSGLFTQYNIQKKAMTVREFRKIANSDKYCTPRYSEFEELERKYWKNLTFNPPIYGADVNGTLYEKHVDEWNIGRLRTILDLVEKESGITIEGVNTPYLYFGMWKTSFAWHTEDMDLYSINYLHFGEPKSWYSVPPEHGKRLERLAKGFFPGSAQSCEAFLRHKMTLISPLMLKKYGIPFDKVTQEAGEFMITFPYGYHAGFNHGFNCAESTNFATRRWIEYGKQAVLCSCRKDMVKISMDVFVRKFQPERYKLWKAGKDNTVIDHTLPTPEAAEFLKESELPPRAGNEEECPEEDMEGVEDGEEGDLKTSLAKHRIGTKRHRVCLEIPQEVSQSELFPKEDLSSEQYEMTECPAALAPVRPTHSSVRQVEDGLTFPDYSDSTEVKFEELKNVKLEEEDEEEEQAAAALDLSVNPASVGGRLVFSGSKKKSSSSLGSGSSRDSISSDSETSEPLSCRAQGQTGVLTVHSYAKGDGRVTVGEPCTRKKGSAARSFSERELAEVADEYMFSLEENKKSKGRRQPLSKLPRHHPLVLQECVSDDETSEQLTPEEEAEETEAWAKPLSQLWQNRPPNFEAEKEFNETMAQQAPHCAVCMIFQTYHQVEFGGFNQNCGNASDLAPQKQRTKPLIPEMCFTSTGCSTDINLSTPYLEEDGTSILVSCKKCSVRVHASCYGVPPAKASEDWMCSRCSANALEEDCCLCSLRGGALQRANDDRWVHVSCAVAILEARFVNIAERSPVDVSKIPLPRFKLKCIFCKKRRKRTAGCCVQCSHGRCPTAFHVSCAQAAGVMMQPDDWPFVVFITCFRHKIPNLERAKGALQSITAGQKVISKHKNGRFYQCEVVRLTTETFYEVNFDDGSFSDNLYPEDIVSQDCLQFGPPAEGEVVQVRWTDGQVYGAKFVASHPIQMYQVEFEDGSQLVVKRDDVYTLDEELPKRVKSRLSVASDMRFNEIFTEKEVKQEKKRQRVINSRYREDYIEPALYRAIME
# Pin1 inhibitor = qHTS Assay to Find Inhibitors of Pin1. Peptidyl-prolyl cis-trans isomerase NIMA-interacting 1 (Homo sapiens), Q13526. Pin1 FP peptide displacement, HiFluor488, 10 min. Potency, µM (doses to about 115 µM), without a hit: at the highest dose activity, negative = inhibition, most hits filed as inhibitors. 0.009% of 390,000 active. AID 504891, 2011; active = well fitted inhibition curve with a large enough effect in the polarisation, with a control signal flat, not every such curve was filed as active; inconclusive = small, poorly fitted or top-dose-only effect, or effect the other way, or a change in a side signal; inactive = no such curve, though single readings can be large or run the other way; the % refers to the polarisation; note: % is set by controls: 0 for no effect and ±100 for the full control effect
# GLS inhibitor = qHTS for Inhibitors of Glutaminase (GLS) | 0.21% of 410,000 active | Glutaminase kidney isoform, mitochondrial (Homo sapiens), O94925 | Potency, µM (highest dose often 45.5 µM), inactives show at the top dose activity change, negative = inhibition, actives largely listed as inhibitors | AID 624170, 2012 | GLS enzymatic activity, qHTS titration; note: % is set by controls: 0 for no effect and ±100 for the full control effect
#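 Two-point fluorescence kinetic (t0, 30 min RT) for hKGA; glutamate detected via glutamate oxidase–HRP–Amplex Red. Substrate: 1 mM L-glutamine solution; buffer 45 mM KH2PO4, pH 8.2.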
# Tb PGK inh = qHTS Assay to Find Inhibitors of Phosphoglycerate Kinase. Phosphoglycerate kinase, glycosomal (Trypanosoma brucei brucei), P07378. Potency, µM (titrated, usually from 57.5 µM), without a hit: at the highest dose activity change, negative = inhibition, most hits filed as inhibitors. PGK/GAPDH coupled, Kinase-Glo luminescence, 60 min. 0.043% of 380,000 active; note: % is set by controls: 0 for no effect and ±100 for the full control effect; nearly all actives have a fitted effect of over 60% in size
#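 Luminescent ATP detection (Kinase-Glo Plus) follows a 60-minute room-temperature incubation, with wells lacking PGK as controls. Buffer: 100 mM TEA (pH 7.6), 5 mM MgCl2, 0.01% Tween-20. Coupling enzyme GAPDH (100 nM final) supplies unstable 1,3-BPG in-well.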
# ERG-DNA inh = qHTS for Small Molecule Inhibitors of the ERG Ets/DNA interaction; Transcriptional regulator ERG (Homo sapiens), P11308; fluorescence polarization, His-ERG Ets domain / labelled DNA; Potency, µM (titrated, usually from 76.9 µM), without a hit: at the highest dose FP activity, negative = inhibition, most hits filed as inhibitors; 0.028% of 370,000 active; AID 624246, 2012; active = well fitted inhibition curve with a large enough effect in the polarisation, with a control signal flat; inconclusive = small, poorly fitted or top-dose-only effect, or effect the other way, or a change in a side signal; inactive = no such curve, though single readings can be large or run the other way; the % refers to the polarisation;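 note: polarization taken with two DNA probes labelled with fluorescein and Texas red; % of control where 0% means no effect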
#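 His-tagged ERG Ets domain (1 uM in the protein solution; 300mM KCl, 50mM Tris-HCl, 1mM EDTA, 1mM DTT, pH 7.5) received compound, then a probe mix of 5 nM fluorescein-DNA and 100nM Texas-615-DNA. Fluorescence polarization was read for both dyes.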
# * hit, by the source's call; i = inactive; ? = inconclusive; . = no result given; & = joins results of further samples; [ ] = dose if it differs, or a comment. Unless noted, calls come from the whole dose curve; as a rule, active = well fitted curve in the direction sought with a large enough effect; inconclusive = small, poorly fitted or top-dose-only effect, or another doubt; inactive = no such curve, though single readings can be large; an effect the other way counts as inactive or inconclusive. Potency is the fitted concentration of half-maximal effect. Only part of the results is shown; count on the stated rates, not on these rows.
ALOX12 inh	RGS4 inhibitor	HP1b chromo inh	rTrxR1 inhibitor	JMJD2A Tudor inh	Pin1 inhibitor	GLS inhibitor	Tb PGK inh	ERG-DNA inh	molecule
26%	-8%	19%	23%	-12%	-4%	-5%	-3%	-5%	Cc1nnc(SCCn2c(N3CCC(C)CC3)nc3c2c(=O)[nH]c(=O)n3C)s1
15%	-8%	0%	12%[57.1 µM]	-7%	-1%	12%	-3%	-4%	c1ccc(Oc2cccc(NC3=NCCC3)c2)cc1
7%	10%	8%	24%	-8%	-3%	0%	4%	-10%	Cc1cc(=O)c2cccc(Br)c2[nH]1
1%	-21%	347%[activator]	21%[57.1 µM]	116%[activator]	-2%	2%	-4%	11%	Nc1nc(Br)c2ccccc2c1-c1ccccc1
-10%	30%	11%[57 µM]	-4%[2.29 µM]	-6%	2%	1%	4%	-4%	COc1ccc(C(=O)OCC(=O)NCCN2C(=O)CSC2=O)cc1[N+](=O)[O-]
0%	9%	34%	8%	-11%	3%	7%	1%	-1%	O=C(O)C1CC(=O)N(C2CCCCC2)C1c1ccccc1 (stereo unspecified)
407%[activator]	-20%	6%	22%	-32%	1%	0%	-10%	7%	COc1cccc(C(c2c(NC(=O)c3ccco3)sc(C)c2C)N2CCOCC2)c1 (stereo unspecified)
-24%	-24%	-1%	11%	-19%	4%	7%	-10%	-5%	O=C(CSc1ncccn1)N1CCN(C(c2ccccc2)c2ccccc2)CC1
6%	-38%	32%	22%[57.1 µM]	7%	22%	-2%	-4%	-4%	COc1cccc(-c2ccc(SCC(=O)c3ccccc3)nn2)c1
0%	-17%	46%	10%[57.1 µM]	9%	-3%	0%	-15%	-6%	CCOc1ccc(OCCn2nnc3ccccc3c2=O)cc1
-2%	-16%	31%	-6%	-9%	0%	0%	1%	-3%	COc1ccc(S(=O)(=O)N2CC(O)CC2C(=O)OCC(=O)Nc2ccc(Cl)cn2)cc1 (stereo unspecified)
-1%	7%	4%	19%[57.1 µM]	-6%	12%	13%	-7%	1%	O=C(COc1ccc([N+](=O)[O-])cc1)Nc1cccnc1
0%	15%	24%	16%	-11%	-2%	-1%	1%	-1%	COc1ccc(/C=N\NC(=O)COc2ccccc2Cl)cc1Cn1nc(C)cc1C
?	-43%	18%	-8%	-26%	5%	-6%	-18%	4%	CCn1cc(C(=O)NCc2ccco2)c(=O)c2cc(S(=O)(=O)N3CCCCCC3)ccc21
22%	-4%	27%	9%	-18%	-2%	4%	i	-2%	COc1ccc(C(=O)C2CCCN(Cc3cn[nH]c3-c3ccccc3)C2)cc1OC (stereo unspecified)
-2%	-12%[11.4 µM]	20%	27%[57.1 µM]	-5%[57.1 µM]	4%	-14%	i	0%	COc1ccc(-n2nccc2-c2nn(-c3cccc(OC)c3)c(=O)n(C)c2=O)cc1
55%	21%	30%	5%	-4%	0%	3%	-5%	4%	O=C1CCC(C(=O)Nc2cc(C(F)(F)F)ccc2-n2cncn2)=NN1
10%	?	18%	-12%	-22%	7%	-11%	-4%	4%	COc1cc(C(=O)NCC(=O)N/N=C/c2ccc(-c3cccc([N+](=O)[O-])c3)o2)cc(OC)c1OC
-8%	-10%	?	-18%	?	18%	16%	i	4%	COc1ccc(/C=N/NC(=O)c2ccc(O)cc2)cc1CN1CCCc2ccccc21
40µM*	-32%	-4%	-9%	?	2%	-25%	-14%	7%	Cn1c(-c2ccc(-c3ccccc3)cc2)c[nH]c1=S
-2%	21%	22%	13%[57.1 µM]	-9%	-10%	1%	-8%	6%	Cc1nc2sc(C(c3ccccc3)N3CCN(C)CC3)c(O)n2n1 (stereo unspecified)
-4%	-8%	27%	20%[57.1 µM]	-25%	15%	-6%	-5%	-4%	CCN1C(=O)[C@H]2[C@@H](c3ccc(-c4ccc(OC)cc4)cc3)N3CCCC[C@@]3(C(=O)OC)[C@H]2C1=O
2%	-4%	18%	8%	3%	9%	11%	3%	-6%	CC(C)C(C(=O)Nc1ncn[nH]1)N1C(=O)c2ccccc2C1=O (stereo unspecified)
-20%	-11%	27%	11%	-4%	16%	-7%	-7%	-15%	CCN(C(=O)COC(=O)/C=C/c1cccc(Cl)c1)c1c(N)n(Cc2ccccc2)c(=O)[nH]c1=O
-3%	11%	19%	13%[57.1 µM]	-6%	0%	3%	-10%	-3%	O=C(NN1CCN(Cc2ccccc2)CC1)c1ccc(Cl)cc1
-24%	10%	16%	11%	-16%	-5%	0%	-1%	-5%	COc1ccc(OC)c(NC(=O)Cn2nc3c(cc2=O)CCCC3)c1
6%	20%	5%	0%[57.1 µM]	?	?	1%	4%	0%	COC(=O)c1ccc(OCC2c3cc(OC)c(OC)cc3CCN2C(=O)Cc2ccc(OC)c(OC)c2)cc1 (stereo unspecified)
-3%	-13%	22%	3%	-10%	1%	-7%	i	18%	CCOC(=O)Cc1csc(SCC(=O)Nc2nccs2)n1
?	?	-18%	6.3µM*	45µM*	-1%	-6%	-8%	-7%	Clc1ccc(-c2nnc(-c3ccco3)nc2N2CCCCC2)cc1
17%	27%[56.9 µM]	17%	-9%	-11%[57.1 µM]	0%	3%	-7%	1%	FC(F)(F)c1nc(-c2cccnc2)ncc1-c1nnnn1-c1ccccc1
-4%	-5%	-1%	14%	-4%	-4%	35%[activator]	9%	-2%	CN(C)S(=O)(=O)c1cccc(NC(=O)COC(=O)c2c[nH]c(=O)[nH]c2=O)c1
-28%	-34%	-5%	-15%[11.4 µM]	-25%	-5%	12%	2%	8%	O=C(COc1ccccc1)NC(=S)N1CCc2ccccc21
.	4%[11.4 µM]	11%	?	18%[11.4 µM]	?	-29%	-13%	2%	COc1ccccc1NC(=O)C1=C(C)NC(SCC(=O)c2ccccc2)=C(C#N)C1c1ccco1 (stereo unspecified)
4%	-16%	45%[activator]	19%	-10%	-2%	-5%	i	3%	COc1ccccc1N1C(=O)C2C3C=CC(CC3)C2C1=O (stereo unspecified)
-22%	15%	6%	5%	-24%	-2%	16%	6%	-1%	COc1ccc(C(=O)CN2C(=O)NC3(CCc4ccccc43)C2=O)c(OC)c1 (stereo unspecified)
-1%	3%	7%[57 µM]	-9%[2.29 µM]	-23%	-11%	0%	i	9%	Cc1cccc(N2CCN(C(=O)[C@H](C)N3C(=O)C4CC=CCC4C3=O)CC2)c1C (stereo partly specified)
0%	4%	32%	12%[57.1 µM]	-16%	-1%	-3%	i	-4%	Cc1cc(N2CC(C(=O)O)CC2=O)ccc1Br (stereo unspecified)
?	20%[11.4 µM]	45%[activator]	-2%	-8%[11.4 µM]	-15%	37%[activator]	-2%	-1%	COc1ccccc1NCCC(=O)O
-17%	23%&13%	18%&26%	-2%[11.4 µM]	-15%&-23%	3%&-3%	4%	0%	0%	COc1cc(C2C3=C(COC3=O)Oc3cc4c(cc32)OCO4)cc(OC)c1OC (stereo unspecified)
?	-13%	140%[activator]	-3%	43%[activator]	-1%	10%	.	-2%	CN(C)c1cccc2c(S(=O)(=O)N3CCCC3)cccc12
-2%	34%	46%[activator]	10%[57.1 µM]	4%	0%	-1%	2%	-6%	Cc1cc(N2CCN(c3cccc(C)c3C)CC2)nc(-c2ccccc2)n1
-5%	6%	29%	30%	?	15%	-1%	-2%	5%	O=C(O)COc1c(F)c(F)c(C(F)(F)F)c(F)c1F
-4%	3%	39%	13%	-8%	-10%	3%	-8%	-4%	CCC(=O)Nc1sc2c(c1C#N)CCCCC2
494%[activator]	?	24%	-11%	-10%	-6%	-3%	-8%	-11%	CCN(CC(=O)N1CCC(C)CC1)S(=O)(=O)c1ccc(C)cc1
5%	6%	19%	16%	-2%	1%	-5%	6%	14%	COCCN(C(=O)CCC(=O)Nc1nccs1)C(C(=O)NC(C)(C)C)c1ccc(F)cc1 (stereo unspecified)
-2%	-22%	25%	9%	-3%	-5%	2%	7%	4%	CC1CC(C)CN(C(=O)CCNS(=O)(=O)c2ccc3c(c2)CCC(=O)N3)C1 (stereo unspecified)
2%	51%	40%[activator]	-8%[57.1 µM]	-6%	-2%	8%	8%	0%	COc1cc(NC(=O)C2CCN(S(=O)(=O)c3cccnc3)CC2)cc(OC)c1OC

# Reprinted at random: 2 entries already listed.
ALOX12 inh	RGS4 inhibitor	HP1b chromo inh	rTrxR1 inhibitor	JMJD2A Tudor inh	Pin1 inhibitor	GLS inhibitor	Tb PGK inh	ERG-DNA inh	molecule
-4%	3%	39%	13%	-8%	-10%	3%	-8%	-4%	CCC(=O)Nc1sc2c(c1C#N)CCCCC2
2%	51%	40%[activator]	-8%[57.1 µM]	-6%	-2%	8%	8%	0%	COc1cc(NC(=O)C2CCN(S(=O)(=O)c3cccnc3)CC2)cc(OC)c1OC

# Screening results as filed in PubChem BioAssay.
